# PDI turbidity = blocks human protein disulfide isomerase activity; P07237; PDI insulin aggregation turbidity, A650, 90 min; inhibition, % at 10 µM; hit rate 0.052% among 350,000;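 active = mean inhibition across replicates of 30% or more, whatever share of single replicates reach that level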;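 also: absorbance from insulin aggregation driven by PDI reduction with DTT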
# Target sequence (P07237 whole entry, looked up): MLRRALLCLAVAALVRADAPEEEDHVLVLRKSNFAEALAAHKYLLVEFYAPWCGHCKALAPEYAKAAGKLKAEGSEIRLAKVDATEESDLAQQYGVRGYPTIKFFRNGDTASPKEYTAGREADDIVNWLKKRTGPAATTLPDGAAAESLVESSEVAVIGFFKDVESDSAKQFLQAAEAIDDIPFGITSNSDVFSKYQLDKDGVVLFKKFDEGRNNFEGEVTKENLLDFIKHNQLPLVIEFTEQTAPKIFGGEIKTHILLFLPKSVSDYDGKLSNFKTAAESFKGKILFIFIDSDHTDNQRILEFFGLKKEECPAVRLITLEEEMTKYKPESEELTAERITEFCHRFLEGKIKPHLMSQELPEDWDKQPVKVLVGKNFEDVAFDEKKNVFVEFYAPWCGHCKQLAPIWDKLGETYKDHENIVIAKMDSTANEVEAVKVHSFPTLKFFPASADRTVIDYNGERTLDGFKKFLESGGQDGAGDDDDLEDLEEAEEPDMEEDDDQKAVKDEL
# TRPM1 prom inh = inhibitors of MITF-driven TRPM1 promoter in melanoma cells. SK-MEL-5 TRPM1 promoter luciferase, 24 h. inhibition, % at 12.5 µM. AID 488899. hit rate 0.83% among 330,000;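 active = mean inhibition across replicates of 60% or more, whatever share of single replicates reaches that level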; also: values of inactives mirror those of a sister screen read the other way
# NR2E3 ag-1 = activates human NR2E3 receptor | Q9Y5X4 | AID 602229 | inhibition of corepressor binding, % at 3.98 µM | hit rate 0.35% among 360,000 | CHO-S Gal4-NCOR/VP16-NR2E3 two-hybrid, luciferase;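 active = inhibition above the mean of all tested compounds plus 3 SD, cut at about 70% in these data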;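 also: 0% = DMSO with NR2E3 transfected cells and 100% = cells lacking NR2E3 construct; higher means lower luciferase signal from less NR2E3 corepressor binding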
# Target sequence (Q9Y5X4 whole entry, looked up, the tested form may be a part): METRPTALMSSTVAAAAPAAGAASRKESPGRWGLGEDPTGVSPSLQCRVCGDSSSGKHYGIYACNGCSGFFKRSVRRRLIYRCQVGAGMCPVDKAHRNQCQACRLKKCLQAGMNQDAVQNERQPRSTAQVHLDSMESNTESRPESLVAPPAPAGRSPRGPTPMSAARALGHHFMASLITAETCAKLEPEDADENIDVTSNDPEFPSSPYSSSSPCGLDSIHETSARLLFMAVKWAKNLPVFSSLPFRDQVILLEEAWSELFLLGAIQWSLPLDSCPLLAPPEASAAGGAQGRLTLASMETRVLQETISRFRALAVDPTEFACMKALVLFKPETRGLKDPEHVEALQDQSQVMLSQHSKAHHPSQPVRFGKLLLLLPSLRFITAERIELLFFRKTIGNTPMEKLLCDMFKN
# CaV13 ICDI inh = Primary screen for inhibitors of IQ motif and Ca2+-dependent inactivation inhibitor domain binding in CACNA1D, Förster resonance energy transfer in living cells, …; HEK cells, CFP/YFP FRET ICDI-IQ, plate reader, 10 min; percent FRET-ratio fall versus neutral wells; inhibition, % at 12.3 µM; hit rate 0.098% among 340,000;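 active = mean replicate inhibition of at least 30% and at least 1% of replicates passing that level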;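 also: 0% = median of the neutral control wells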
# iPSC survival up = increases survival of single human iPS cells. hiPSC single-cell survival, ATPlite luminescence; 100% = ROCK inhibitor wells, 0% = DMSO. survival enhancement, % at 20 µM. hit rate 0.044% among 360,000; in the data active = survival enhancement above about 18%;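 also: cells exposed to compounds for 16 hours before the ATP read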
# Exocytosis inh = blocks lytic granule exocytosis. TALL-104 LAMP-1 surface exposure, flow cytometry; cells stimulated with thapsigargin and PMA. inhibition, % at 10 µM. hit rate 0.66% among 360,000;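 active = inhibition above about 55%, limit read from the data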
# Peg3 prom inh = Peg3 promoter activity inhibition. HeLa PEG-Prom luciferase reporter, luminescence, overnight. hit rate 1.7% among 360,000. inhibition, % at 20 µM;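 active = inhibition of at least 50% at 20 µM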
# Vif inh = inhibitors of HIV Vif. HEK293T cells, Vif self-association by quenched fluorescence, imaging, 24 h. inhibition, % at 7.49 µM. hit rate 0.35% among 340,000; in the data active = inhibition above about 50%, passing the limit was not always enough; also: some results filed as inactive read as strong as hits
# aDG glyco act = increases alpha dystroglycan glycosylation; Pro5-aDG cells, alpha-DG glycosylation AlphaScreen (IIH6); 0% Pro5, 100% B10-LARGE cell signal; activation, % at 10 µM; hit rate 0.22% among 360,000; AID 624168;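 active = activation of at least 8% versus controls, or a plate z-score of at least 8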;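 also: Pro5 are CHO cells carrying HIG-tagged alpha-DG that lacks glycosylation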
# NR2E3 ag-2 = agonists of human nuclear receptor NR2E3. Q9Y5X4. AID 2300. inhibition of corepressor binding, % at 4.78 µM. hit rate 0.12% among 320,000. GST-NR2E3/biotin-RetCOR TR-FRET, 1536-well;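 active = percent inhibition above the cutoff of mean plus 3 SD of all tested compounds, set per screening campaign, cut at about 20% in these data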;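 also: 0% = DMSO wells and 100% = biotin wells as full block of FRET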
#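 Material: NR2E3–RetCOR corepressor complex / Amount: 1.35 nM GST-NR2E3 / Medium: Tris pH 7.5 / Compound: single nominal compound dose of 4.8 µM / Incubation: 5 h at 4 °C / Technique: TR-FRET, Eu(K)-anti-GST donor, streptavidin-D2 acceptor, ex 340, em 617/671 nm / Read-out basis: percent loss of FRET ratio relative to control wells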
# HIF-2a inh = blocks HIF-2a reporter activity; 786-0 RCC cells HIF-2a reporter, luciferase luminescence, overnight; inhibition, % at 18.8 µM; hit rate 0.72% among 360,000;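 active = inhibition of the luminescence signal of 40% or more relative to plate controls, in a single-dose primary screen at 18.75 µM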
# Starred values were filed as active, the others as inactive; x = not tested or not shown. No enrichment for hits. About 3.5% of those tested had a hit in this group.
SMILES,PDI turbidity,TRPM1 prom inh,NR2E3 ag-1,CaV13 ICDI inh,iPSC survival up,Exocytosis inh,Peg3 prom inh,Vif inh,aDG glyco act,NR2E3 ag-2,HIF-2a inh
CCc1nc2ccccc2[nH]c1=O,2,-4,-7,-2,0.4,-9,6,-7,-0.3,-1,12
CC(C)CN(CCCNC(=O)CC1Oc2ccccc2NC1=O)CC(C)C (stereo unspecified),7,-7,-25,-8,0.3,4,11,-1,-0.1,-1,-4
CC(C)CCCN1CCN=C1N(C)C,-2,-4,-6,-9,-0.2,2,-18,-1,-0.2,0,-1
O=C(c1ccc(S(=O)(=O)Cc2ccccc2F)c([N+](=O)[O-])c1)N1CCCC1,3,18,-18,-4,-0.7,4,8,-3,0.8,2,0
CCC1C(=O)NCCN1C(=O)c1ccccc1OC1CCN(S(C)(=O)=O)CC1 (stereo unspecified),-4,-5,-23,-6,-1.7,-3,-9,x,-0.1,4,6
Cc1csc(-c2ccc3cc(Cl)cc(Cl)c3n2)n1,x,x,-13,-3,-2.2,-5,-171,5,-0.1,x,-151
CCc1cccc2c1NC(=O)C21OCCO1,1,14,-9,-2,1.8,-6,3,3,0.0,3,10
Cn1nc(C(F)(F)F)c2cc(C(=O)N3CCOCC3)sc21,-2,2,9,-2,-0.4,-5,9,1,0.0,-2,0
NC(=O)c1cccn1Cc1ccccc1Cl,8,-4,4,-8,-1.4,-3,3,-6,0.0,4,-22
O=C(Nc1ccc(C(=O)c2ccccc2)cc1)c1ccccc1,-3,-134,-130,-18,0.0,5,-349,-3,0.0,-3,-313
NC1=NC(=O)S/C1=C\c1ccc(F)cc1,3,-15,20,-5,-1.0,-1,32,0,0.0,2,19
CCOC(=O)c1c(C)[nH]c(C)c1S(=O)(=O)N1CCCCC1,-6,-6,-7,-7,0.6,-9,8,-4,0.1,-3,15
CC1CCCC(C)N1C(=O)COC(=O)c1cc(-c2cccs2)nn1-c1ccccc1 (stereo unspecified),0,3,15,-1,0.4,1,7,-2,0.5,0,5
Cc1ccc([N+](=O)[O-])cc1-c1ccc(/C=C(\C#N)c2[nH]nc(N)c2C#N)o1,1,-44,-95,0,-1.8,5,0,2,-0.5,-1,-66
O=C(CSc1ccc(F)cc1)Nc1ccc(C2SCCS2)cc1,-3,-98,-81,-21,0.3,3,-259,x,0.0,3,-233
O=C1C=C(Nc2ccccc2)c2ccccc2C1=O,-17,102*,42,6,-0.4,4,24,3,11*,x,15
Cc1cc(NCC2CCCO2)n2c(nc3ccccc32)c1C#N (stereo unspecified),-20,12,-25,-3,-0.8,0,1,-4,0.2,3,19
Cn1nnc2c(N3CCCCC3)nccc21,3,3,-9,-5,2.2,-3,-4,6,0.1,-2,-4
Cc1ccc(-n2nnnc2SCC(=O)N2CCNC2=O)cc1C,13,-3,4,-5,1.7,-6,-16,-10,-0.3,1,-14
O=C(NC12CC3CC(CC(C3)C1)C2)N1CC2Cc3cccc(=O)n3C(C2)C1 (stereo unspecified),2,-2,-4,x,0.7,0,-7,7,0.0,5,13
O=C(CSc1nc2ccccc2c(=O)[nH]1)c1ccccc1,0,-5,-18,-8,1.6,4,-51,-3,0.1,0,-99
Cc1noc(C)c1C(=O)N(C)Cc1ccccc1,5,13,6,-4,0.1,13,7,-9,0.0,-4,16
COc1ccc(NC(=O)Cn2nnc(C(=O)NCCc3ccccc3)c2N)c(OC)c1,-13,-7,-8,-2,0.5,4,-12,-5,-0.4,3,-2
COC(=O)Cc1ccc(NC(=S)NCc2cccc(OC)c2)cc1,-3,0,-26,-9,-1.0,1,13,-8,1.0,0,0
COc1ccc(CNCc2ccc(F)cc2)c(OC)c1,7,12,-11,0,-0.3,5,-4,0,0.1,4,12

# Next part
SMILES,PDI turbidity,TRPM1 prom inh,NR2E3 ag-1,CaV13 ICDI inh,iPSC survival up,Exocytosis inh,Peg3 prom inh,Vif inh,aDG glyco act,NR2E3 ag-2,HIF-2a inh
Cn1cc(Br)c(C(=O)N/N=C/c2cc3c(cc2Cl)OCO3)n1,5,-91,-45,-5,-0.5,3,-219,4,-0.1,x,-226
C(=N\N1CCN(Cc2ccccc2)CC1)/c1ccccc1,2,-54,-7,-16,0.2,0,-107,-3,0.1,-6,-192
NS(=O)(=O)c1ccc(CCNC(=O)COC(=O)CC(c2ccccc2)c2ccccc2)cc1,-1,6,-25,6,-0.5,0,6,2,-0.1,5,12
C=CCCC(=O)N1CCC(n2nccc2NC(=O)CCCc2ccccc2)CC1,-2,-6,-24,-3,0.8,-5,-39,x,-0.1,-3,-42
CC(C)NC(=O)c1c(O)c2ccccc2[nH]c1=O,-4,-10,-39,-5,4.1,-2,-30,-3,-0.1,2,-101
CCOC(=O)C=C1CCN(c2ncc(C(F)(F)F)cc2Cl)CC1,2,-11,-21,-4,-1.1,1,-8,13,-0.1,1,-14
Cc1ccc(S(=O)(=O)N(C)c2ccc(C(=O)NCC3CCCO3)cc2)cc1 (stereo unspecified),-13,5,-11,-4,-0.8,-3,12,2,-0.7,-3,16
COc1ccc(CC(=O)N(C)CC(=O)Nc2cccc(F)c2)cc1S(=O)(=O)N1CCOCC1,-1,-7,-4,-9,-0.1,-2,8,-9,0.6,2,6
COc1cc2nc(N(C)C)nc(N)c2cc1OC,-16,0,-20,-5,0.1,-1,40,-15,1.1,-2,8
CC(C)CN1CN(Cc2ccccc2)CNC1=S,-13,-4,21,-4,-2.4,3,5,0,0.2,-2,6
CC(=O)c1[nH]c(C)c(C(=O)N2CCCC(Nc3ccc(C(C)C)cc3)C2)c1C (stereo unspecified),1,0,4,-7,1.2,-3,2,x,-0.1,x,11
CCN(C(=O)CN1CCc2ccccc21)c1c(N)n(Cc2ccccc2)c(=O)[nH]c1=O,-3,1,-12,-20,3.5,-3,23,0,-0.3,0,9
CCCC(=O)Nc1ccc(C(=O)COC(=O)c2cc(C)oc2C)cc1,4,11,9,-2,-0.2,0,-1,-4,0.1,0,9
Cc1oc(C(N)=O)nc1-c1ccccc1,-8,-6,-1,-4,-0.4,-1,3,1,0.1,0,11
COc1cc(C(=O)N/N=C/c2ccc3c(c2)c2ccccc2n3C)ccc1O,-90,-40,-81,x,-0.2,10,-17,2,-0.4,x,-12
COc1cc2c(cc1NC(=O)C(Cl)Cl)-c1ccc(NC(=O)C(Cl)Cl)cc1C2,5,74*,47,-6,-2.9,5,96*,25,-0.5,x,-60
O=C(NCCN1CCOCC1)c1ccc2c(c1)N(Cc1ccccc1)C(=O)c1ccccc1S2,2,-1,-5,-5,0.2,3,11,8,0.1,0,17
CCN(CC)S(=O)(=O)c1ccc2nc(CCl)[nH]c2c1,-1,2,17,4,0.4,0,1,-1,-0.1,5,18
O=C(N[C@@H](Cc1ccc(O)cc1)C(=O)O)c1ccncc1,5,-9,-12,-9,-1.0,3,2,x,0.5,2,-6
CCOc1ccccc1CNC(=O)c1nn(C)c2c1CS(=O)(=O)c1ccccc1-2,2,13,-19,-7,-0.6,2,12,-4,0.1,3,22
CC(C)(C)CC(=O)Nc1ccc(S(=O)(=O)NC2=NCCCCC2)cc1,-5,3,-44,-5,-0.8,20,15,-12,0.0,x,9
O=C(/C=C/c1ccccc1)Nc1cc(NC(=O)/C=C/c2ccccc2)cc(C(=O)O)c1,-3,18,-8,1,0.5,-10,14,8,-0.1,x,19
COc1ccccc1N=Nc1c(O)[nH]c2ccc(Br)cc12,-7,18,-58,-5,0.1,7,-3,4,0.0,-1,16
CN1C2C=C3C(C#N)=C(N)C(C#N)(C#N)C(c4ccc(Br)cc4)C3C1CC2 (stereo unspecified),-2,-4,-47,-6,5.9,2,15,-9,0.1,3,19
COC(=O)N/N=C/c1ccc(Oc2ccccc2)cc1,-2,-78,-56,5,-0.6,-2,-157,-7,-0.5,-1,-193

# Reformatted tab-delimited: 3 of the compounds above
SMILES	PDI turbidity	TRPM1 prom inh	NR2E3 ag-1	CaV13 ICDI inh	iPSC survival up	Exocytosis inh	Peg3 prom inh	Vif inh	aDG glyco act	NR2E3 ag-2	HIF-2a inh
O=C(NCCN1CCOCC1)c1ccc2c(c1)N(Cc1ccccc1)C(=O)c1ccccc1S2	2	-1	-5	-5	0.2	3	11	8	0.1	0	17
CCN(CC)S(=O)(=O)c1ccc2nc(CCl)[nH]c2c1	-1	2	17	4	0.4	0	1	-1	-0.1	5	18
O=C(N[C@@H](Cc1ccc(O)cc1)C(=O)O)c1ccncc1	5	-9	-12	-9	-1.0	3	2	x	0.5	2	-6

# Additional structures.
SMILES,PDI turbidity,TRPM1 prom inh,NR2E3 ag-1,CaV13 ICDI inh,iPSC survival up,Exocytosis inh,Peg3 prom inh,Vif inh,aDG glyco act,NR2E3 ag-2,HIF-2a inh
COc1ccc(C(C(=O)NC2CCCC2)N(Cc2ccc(C)cc2)C(=O)c2ccn[nH]2)cc1OC (stereo unspecified),-4,-20,4,x,-0.8,-2,5,10,0.0,0,6
CCN(CC)C(=O)Oc1ccc2c(c1)O/C(=C\c1ccco1)C2=O,5,-33,-56,-20,0.2,4,-164,6,0.1,4,-197
CN(C)S(=O)(=O)c1cccc(C(=O)Nc2ccc(C(=O)Nc3cccc(S(N)(=O)=O)c3)cc2)c1,-9,-3,-20,-5,1.9,2,3,23,-0.2,x,3
Cc1cc(NS(=O)(=O)c2cccc([N+](=O)[O-])c2)no1,-2,4,-9,-6,0.0,0,1,1,0.2,3,0
Cc1ccc(N(CC(=O)O)S(C)(=O)=O)cc1,-2,1,-1,9,-2.5,0,10,18,0.0,-1,16
O=C(O)CCCc1nc(-c2ccc(Cl)cc2)no1,6,6,7,-4,2.9,-5,-4,-7,-0.2,1,39
COc1ccc(-c2nc(CS(=O)CC(=O)NCc3cccnc3)c(C)o2)cc1 (stereo unspecified),x,10,-15,-6,4.7,2,-9,-2,-0.2,-1,1
O=C(N/N=C/c1ccc([N+](=O)[O-])o1)C1CC1,-2,21,-11,-4,-0.8,-6,-1,-3,2.9,4,5
CN(Cc1nccn1C)C(=O)CC1C(=O)NCCN1CC(c1ccccc1)c1ccccc1 (stereo unspecified),-4,2,-32,-5,-0.3,-2,0,-3,0.1,-1,6
CCCOc1ccc(CCCN=C(N)N)cc1Cl,5,x,11,-21,-0.2,-2,11,-10,-0.1,-4,-21
COc1ccc(CNCCCn2cnc(C(=O)Nc3ccc(C)c(C)c3)n2)cc1,-13,-10,-9,-4,2.7,0,-9,x,0.0,x,-5
CCN(Cc1ccccc1)C(=O)Cn1cc2c(n1)CCCC2,x,3,16,-5,-0.6,-7,15,1,0.0,3,2
O=C1CC(c2ccc(Cl)c([N+](=O)[O-])c2)c2ccc3ccccc3c2N1 (stereo unspecified),-7,17,-13,-10,-1.0,12,29,-4,0.3,-2,-13
Cc1ccc(SCCC(=O)NCc2ccco2)cc1,-16,-11,-7,1,2.0,-4,2,0,0.2,3,-26
S=c1[nH]nc(CSc2nc3ccccc3s2)n1C1CCCCC1,2,-1,-33,-1,16,1,-17,-20,0.8,4,-20
CCCC(=O)NC(=S)Nc1cccc(Cl)c1N1CCCCC1,-4,11,7,-8,-3.5,2,26,x,0.0,2,9
COC(=O)C[C@H]1c2cc(F)ccc2S(=O)(=O)N1c1ccc(N(C)C)cc1,-6,-33,2,-8,0.3,-1,-21,1,-0.2,5,-37
